# Screens (PubChem BioAssay)
# Myeloid diff 2: promotes myeloid progenitor differentiation. calls only at 10 µM. ER-HoxA9 myeloid progenitors, lysozyme-GFP differentiation, flow cytometry. 360,000 tested, 1% active;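 active means normalized GFP-positive differentiation at or above the plate's own cutoff, the solvent-only control mean plus 3 SD; inconclusive means no clear call, values can overlap the other calls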;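 further: cells exposed to compound for four days before flow analysis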
# Myeloid diff 2 GFP+ MAC1+ %: recorded beside Myeloid diff 2, whose call it bears; GFP+ MAC1+ double positive, %; measured here: differentiation confirmed by MAC1 staining
# Starred values were filed as active, the others as inactive; i = inactive; ? = inconclusive; . = not tested or not shown; + = active, no number. Only part of the results is shown; rates above refer to the full screens.
SMILES,Myeloid diff 2,Myeloid diff 2 GFP+ MAC1+ %
Cc1cc(F)ccc1-c1cc(C(=O)NCc2ccco2)[nH]n1,i,1.0
C[C@H](CO)N1C[C@H](C)[C@@H](CN(C)Cc2ccncc2)Oc2c(NC(=O)Cc3ccccc3)cccc2C1=O,i,0.2
COc1ccc(CCNC(=O)CN2C(=O)NC(c3ccccc3)(c3ccccc3)C2=O)cc1,i,0.9
COc1ccccc1Nc1nc(NCCO)nc(N2CCCC2)n1,i,1.0
COc1ccc(NC(=O)N(C)C[C@H]2Oc3ccc(NC(=O)Nc4ccc(C(F)(F)F)cc4)cc3C(=O)N([C@H](C)CO)C[C@@H]2C)cc1,i,3.1
COc1ccc(C(=O)NCC(=O)N2CCN(C(=O)c3ccco3)CC2)cc1[N+](=O)[O-],i,0.2
CCC(=O)c1ccc(OCC(=O)OCC(=O)NCC2CCCCC2)cc1,i,0.2
Cc1ccc2ccc(C3C(=O)c4ccccc4C3=O)nc2c1,?,.
C[C@H](CO)N1C[C@H](C)[C@@H](CN(C)C(=O)Nc2ccccc2)Oc2c(NC(=O)NC3CCCCC3)cccc2C1=O,i,0.9
CCN(CC(=O)Nc1c(F)cccc1F)C(=O)Cc1ccc(OC)c(S(=O)(=O)N2CCOCC2)c1,i,0.6
CN(C(=O)COC(=O)c1cc(=O)[nH]c2ccccc12)c1c(N)n(Cc2ccccc2)c(=O)[nH]c1=O,i,1.0
CC(CN1CCN(CCOCCO)CC1)CN1c2ccccc2Sc2ccc(Cl)cc21 (stereo not given),i,0.5
CCc1noc(C)c1C(=O)Nc1ccc(S(=O)(=O)N2CCCC(C)C2)cc1 (stereo not given),i,0.3
COc1ccc(C(CC(=O)O)c2cc(OC)c(OC)c(OC)c2)cc1OC (stereo not given),i,1.5
COc1ccc(C2CC(c3cccs3)=NN2C(=O)CSc2nc(=O)n3ccccc3n2)cc1 (stereo not given),i,0.3
COc1ccc(S(=O)(=O)N2CCCC2CNC(=O)C(=O)NCc2cccs2)cc1 (stereo not given),i,0.5
COc1cccc(C(=O)NCC[N+](C)(C)C)c1,i,0.7
CCNC(=O)Nc1ccc2c(c1)c(=O)n(C)n2CC=C(C)C,i,1.0
CC(C)c1ccc(NC(=O)C2Cc3c(-c4ccco4)ccnc3O2)cc1 (stereo not given),i,0.6
COc1cc(S(=O)(=O)N2CCOCC2)ccc1NC(=O)COC(=O)c1ccc(Cl)nc1,i,0.8
O=C(O)CC1c2ccccc2CCN1S(=O)(=O)c1ccccc1 (stereo not given),i,0.7
COC(=O)Nc1nc2ccc(C(=O)c3cccs3)cc2[nH]1,?,.
Clc1ccc(-c2nc3ccc(Br)cn3c2Cc2ccsc2)cc1,i,0.0
O=[N+]([O-])c1cc([N+](=O)[O-])c(Oc2cccc3c2CCCC3)cc1NN1CCCCC1,i,1.1
CC1(CCc2ccccc2)NC(=O)N(CC(=O)Nc2c(F)cccc2F)C1=O (stereo not given),i,0.8
# Going on with the list:
SMILES,Myeloid diff 2,Myeloid diff 2 GFP+ MAC1+ %
CN(Cc1ccco1)c1ncnc2ccc(-c3ccccc3Cl)cc12,i,1.7
CC[C@@H](C)[C@@H]1CN([C@@H](C)CN2CCC[C@H]2CN2C(N)=NC[C@H]2CC(C)C)C(=N)N1CCc1ccc(Cl)c(Cl)c1,i,0.6
CCOc1ccc(OCC(=O)OCc2csc(CC(=O)Nc3ccccc3C)n2)cc1,i,0.5
CCOc1ccc(NC(=O)CN2CCCC2c2cccs2)cc1S(=O)(=O)N1CCCCC1 (stereo not given),i,0.4
Cc1cccc(N(Cc2ccccc2)C(=O)CN2C(=O)NC3(CCCC3)C2=O)c1,i,0.8
O=C1c2ccccc2C(=O)N1C1C(=O)N2CCSC12C(=O)OCc1ccccc1 (stereo not given),i,1.1
COC(=O)[C@H](CC(C)C)N1Cc2cc(OC)cc(OC)c2-c2ccccc2S1(=O)=O,i,0.8
CCOC(=O)C1CCN(S(=O)(=O)CCNC(=O)c2ccc(F)cc2)CC1,i,0.6
CC(=O)C1=CN(Cc2ccccc2)CCC1=O,i,0.4
COC(=O)[C@@]1(Cc2ccc(F)cc2)[C@H]2c3cc(C(=O)N4CCCC4)n(Cc4cc(F)cc5c4OCOC5)c3C[C@H]2CN1C(=O)c1ccccc1,i,1.3
COc1ccc(CN2CCN(C(=O)c3ccc(S(=O)(=O)NCc4ccco4)cc3)CC2)cc1,i,1.4
CSCCC(C(=O)Nc1c(C)cccc1C)N1CCN(C/C=C/c2ccccc2)CC1 (stereo not given),i,1.3
CC1(C)NC(=O)N(CC(=O)NNC(=O)c2ccccc2F)C1=O,i,0.7
CCOc1ccccc1NC(=O)COC(=O)c1nc2nccc(C)n2n1,i,0.7
c1cc2c3c(cccc3c1)-c1cnccc1-2,i,0.3
O=C(OCC(=O)N1CCCCCC1)c1ccccc1Br,i,0.8
COCCNc1nc(-c2ccc(Cl)cc2C)c2sccc2n1,i,1.2
O=c1ccn([C@@H]2O[C@H](CNCc3ccccc3)[C@@H](O)[C@H]2O)c(=O)[nH]1,i,1.1
COc1ccccc1CC(=O)N1CCN(S(=O)(=O)c2ccccc2F)CC1,i,0.6
CC(C)(C)OC(=O)C[C@H]1C/C=C\C[C@@H](CC(=O)N(CCO)Cc2ccccc2)C(=O)N2CCC[C@@H]2COC1=O,i,1.4
CCN(C)C1CN(Cc2cn(Cc3ccc(C(F)(F)F)cc3)nn2)S(=O)(=O)C1 (stereo not given),i,0.8
O=C(CSc1cn[nH]n1)Nc1ccccc1F,i,0.7
Cc1cc(Nc2ccc(Br)cc2)nc2ccccc12,i,0.4
NC(=O)c1cc([N+](=O)[O-])ccc1Nc1ccccc1,i,1.7
COC(=O)c1ccc2nc(-c3ccccc3)c(Cc3ccsc3)n2c1,i,0.6

# Structures shown so far that contain a thiophene ring, fused or not, in the order listed:
SMILES,Myeloid diff 2,Myeloid diff 2 GFP+ MAC1+ %
COc1ccc(C2CC(c3cccs3)=NN2C(=O)CSc2nc(=O)n3ccccc3n2)cc1 (stereo not given),i,0.3
COc1ccc(S(=O)(=O)N2CCCC2CNC(=O)C(=O)NCc2cccs2)cc1 (stereo not given),i,0.5
COC(=O)Nc1nc2ccc(C(=O)c3cccs3)cc2[nH]1,?,.
Clc1ccc(-c2nc3ccc(Br)cn3c2Cc2ccsc2)cc1,i,0.0
CCOc1ccc(NC(=O)CN2CCCC2c2cccs2)cc1S(=O)(=O)N1CCCCC1 (stereo not given),i,0.4
COCCNc1nc(-c2ccc(Cl)cc2C)c2sccc2n1,i,1.2
COC(=O)c1ccc2nc(-c3ccccc3)c(Cc3ccsc3)n2c1,i,0.6

# (further entries)
SMILES,Myeloid diff 2,Myeloid diff 2 GFP+ MAC1+ %
CC(=O)c1cccc([N+](=O)[O-])c1,i,2.2
CCN(C1CCS(=O)(=O)C1)S(=O)(=O)c1ccc2ccccc2c1 (stereo not given),i,0.9
COc1ccc(NC(=O)C2c3ccccc3OCC(=O)N2Cc2cccnc2)cc1 (stereo not given),i,1.4
COc1ccc(C2=CC(=O)CC(C)(C)C2)cc1OC,i,2.6
Nc1ncnc2c1ncn2[C@@H]1O[C@H](C(=O)Nc2ccc(C(=O)N3CCCCC3)cc2)[C@@H](O)[C@H]1O,i,1.1
CC(C)(CNC(=O)c1ccc(S(=O)(=O)Nc2ccc(Cl)cc2)cc1)N1CCOCC1,i,0.8
CCN(CC)C(=O)C(C)N1c2cccc3cccc(c23)S1(=O)=O (stereo not given),i,1.0
CN(CC(=O)Nc1cccc(F)c1)CC(=O)N1CCc2ccccc21,i,0.9
COc1ccc(-c2coc3cc(O)ccc3c2=O)cc1,i,1.7
O=C(c1cc(Br)ccc1O)N1CCN(S(=O)(=O)Cc2ccccc2)CC1,i,0.8
CCCCOc1ccc(C(=O)NCC(=O)N2CCN(C/C=C/c3ccccc3)CC2)cc1,i,2.2
Cc1ccccc1NC(=O)Cc1nc(COC(=O)c2ccc(S(C)(=O)=O)c([N+](=O)[O-])c2)cs1,+,8.8*
CCc1noc(C)c1C(=O)NNC(=O)c1ccccc1Cl,i,0.2
Cc1cc(C)n(-c2ccc(C(=O)NCC(=O)Nc3cc(Cl)ccc3Cl)cc2)n1,i,0.5
COc1ccc(C(=O)Nc2cc(-c3ccccc3)nn2-c2ccccc2F)cc1,+,6.9*
CCOc1ccc(C(=O)NCC(=O)NCCSc2ccc(Br)cc2)cc1OCC,i,0.3
CC[C@H]1OC(=O)[C@H](C)[C@@H](O[C@H]2C[C@@](C)(OC)[C@@H](O)[C@H](C)O2)[C@H](C)[C@@H](O[C@@H]2O[C@H](C)C[C@H](N(C)C)[C@H]2O)[C@](C)(O)C[C@@H](C)CN(C)[C@H](C)[C@@H](O)[C@]1(C)O,i,3.0
O=C(O)c1ccccc1C=NNc1ccccn1,i,1.9
Cc1ccc(C(O)c2ncc(-c3ccc(F)cc3)[nH]2)cc1F (stereo not given),i,1.0
Cc1ccc(C)c(SCC(=O)NC(=O)NC2CCCC2)c1,i,0.7
CCCn1c(SCC(=O)Nc2ccccc2Cl)nc(O)cc1=O,i,2.6
O=C(NCC(=O)N1CCN(C(c2ccccc2)c2ccccc2)CC1)c1ccccc1Br,i,0.4
CCCCNC(=O)c1nc(C2CCN(S(=O)(=O)c3ccccc3C(F)(F)F)CC2)oc1-c1ccccc1,i,1.3
CC1(C)CC(=O)C(C(c2ccc3c(c2)OCO3)C2C(=O)CC(C)(C)CC2=O)C(=O)C1,i,1.2
ClC1CCCCC1n1nnc2ccccc21 (stereo not given),i,0.9
# Going on with the list:
SMILES,Myeloid diff 2,Myeloid diff 2 GFP+ MAC1+ %
C[C@@H]1CN([C@H](C)CO)C(=O)CCCn2nncc2CO[C@@H]1CN(C)C(=O)NC1CCCCC1,i,1.0
Cc1ccc(C(=O)NCCC2=CCCCC2)cc1S(=O)(=O)N1CCCCC1,i,0.5
Cc1ccc(S(=O)(=O)NCCS(=O)(=O)N2CCN(c3ccc(F)cc3)CC2)cc1,i,1.4
CC1(C)N=C(N)N=C(N)N1c1cccc(CC(=O)Nc2ccccc2)c1,i,1.2
O=C(O)CCC(=O)OCCCc1cc2ccccc2c(=O)o1,i,1.8
O=C(COC(=O)/C=C/c1ccc(OC(F)F)cc1)NC(=O)NCc1ccccc1,i,0.5
CCOC(=O)C1(C)CCN1C(=O)c1ccoc1 (stereo not given),i,1.3
Cc1cccnc1C(NC(=O)C1CCN(Cc2ccccc2)CC1)c1ccc(F)cc1 (stereo not given),i,0.9
O=C(C1CCCCC1)N1C[C@@H](O)[C@H](n2cc(-c3ccc(F)cc3)nn2)C[C@@H]1c1ccccc1,i,0.7
CC(=O)Nc1cc(-c2ccc(F)cc2)cn2c(-c3ccc(S(C)(=O)=O)cc3)cnc12,i,0.6
CCOc1ccc(S(=O)(=O)N2CCCCC2)cc1NC(=O)C1=COCCO1,i,0.7
COc1ccc(CN(C)C(=O)CNC(=O)c2sc3ccccc3c2Cl)c(OC)c1OC,i,1.0
CN(c1ccccc1)S(=O)(=O)c1cccc(NC(=O)c2cccc(C#N)c2)c1,i,0.9
Cc1ccc(C)c(OCCC(=O)Nc2ccc3c(c2)OCO3)c1,i,1.1
COc1ccc2c(=O)c3c(=O)n(CCc4ccccc4)c(C)nc3oc2c1,i,0.2
COc1ccc(/C=C/C(=O)Nc2ccc(C)c(S(=O)(=O)N3CCOCC3)c2)cc1,i,1.3
Cc1ccc(NC(=O)COc2ccc3c(c2)OCO3)c(C)c1,i,0.9
COc1cccc(C(O)c2ncc(-c3ccccc3Cl)[nH]2)c1 (stereo not given),i,0.6
NS(=O)(=O)c1ccc(CCNC(=O)C(=O)Nc2cc3c4c(c2)CC(=O)N4CCC3)cc1,i,0.2
C[C@@H]1CCCCO[C@H](CN(C)S(=O)(=O)c2cccs2)[C@@H](C)CN([C@H](C)CO)C(=O)c2cc(NC(=O)Nc3ccc4c(c3)OCO4)ccc2O1,i,0.4
COC(=O)[C@@]1(Cc2ccc(F)cc2)[C@H]2c3cc(C(=O)N(C)C)n(CCN4CCOCC4)c3C[C@H]2CN1C(=O)c1ccccc1,i,1.3
CC(=O)C[C@@H](O)CC(=O)[C@H]1OC(=O)[C@H](C)C/C=C\Cc2ccccc21,i,0.7
CCOC(=O)[C@]12CCC=C1N(Cc1ccc3c(c1)OCO3)C(=O)[C@H](CC(=O)NCCC(C)C)C2,i,0.4
Cc1ccc(Cc2c(-c3ccc(C)cc3)nc3ccc(Br)cn23)cc1,i,0.7
O=C(COC(=O)c1cc(S(=O)(=O)N2CCOCC2)c(Cl)cc1Cl)NCc1ccco1,i,0.8

# Three structures out of the list, arranged by length of the SMILES, high to low:
SMILES,Myeloid diff 2,Myeloid diff 2 GFP+ MAC1+ %
Cc1ccc(S(=O)(=O)NCCS(=O)(=O)N2CCN(c3ccc(F)cc3)CC2)cc1,i,1.4
Cc1cccnc1C(NC(=O)C1CCN(Cc2ccccc2)CC1)c1ccc(F)cc1 (stereo not given),i,0.9
CC1(C)N=C(N)N=C(N)N1c1cccc(CC(=O)Nc2ccccc2)c1,i,1.2

# Additional records
SMILES,Myeloid diff 2,Myeloid diff 2 GFP+ MAC1+ %
N#Cc1ccsc1NC(=O)C1CCN(C(=O)c2ccc(F)cc2)CC1,i,2.0
Cc1ccc(S(=O)(=O)NCCC(=O)OCC(=O)N(C)c2ccccc2)cc1,i,0.7
CC[C@]1(C(=O)OC)[C@H]2C(=O)N(Cc3ccccc3)C(=O)[C@H]2[C@H]2CN=C(SCc3ccc(C#N)cc3)N21,i,0.3
Cc1ccc(S(=O)(=O)N2CCOCC2)cc1C(=O)Nc1ccccc1N1CCOCC1,i,0.6
COc1cc(/C=C/C(=O)OCC(=O)c2ccc(S(=O)(=O)N3CCCCC3)cc2)cc(OC)c1OC,i,0.2
COc1cc(NC(=O)CCNC(=O)N2CC(=O)Nc3ccccc32)cc(OC)c1OC,i,1.6
CCN(C[C@H]1N[C@@](CC)(C(=O)OC)[C@H]2C(=O)N(C)C(=O)[C@@H]12)S(=O)(=O)c1ccc(C(F)(F)F)cc1,i,1.8
O=C(CSc1nc(=O)n(CCCN2CCOCC2)c2c1CCC2)Nc1ccccc1F,i,0.6
